Screening data from PubChem BioAssay.
procasp3 activ – activators of human procaspase-3; P42574; recombinant procaspase-3 D3A, Ac-DEVD-pNA absorbance 405 nm; activation, % at 8.5 µM; actives 0.11% (n = 330,000); AID 463141;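 active means activation above the mean of all tested compounds plus 3 SD, cut at about 21% in these data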;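 further: 0% = DMSO alone and 100% = DMSO wells spiked with extra 5 µM PC-3 D3A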
Target sequence (P42574 whole entry D9A/D28A/D175A): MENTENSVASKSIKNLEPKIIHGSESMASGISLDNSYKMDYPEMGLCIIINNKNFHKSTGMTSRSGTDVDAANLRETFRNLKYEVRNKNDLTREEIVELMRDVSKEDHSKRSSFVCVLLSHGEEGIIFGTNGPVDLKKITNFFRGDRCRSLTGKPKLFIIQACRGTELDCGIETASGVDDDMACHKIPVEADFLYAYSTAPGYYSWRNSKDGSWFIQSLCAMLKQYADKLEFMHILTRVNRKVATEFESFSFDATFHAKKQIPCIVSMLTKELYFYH
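Technique: 405 nm absorbance of p-nitroaniline, reads at 0 and 120 min; Test system: Procaspase-3 D3A mutant; Incubation: 1 h enzyme-compound preincubation, then 2 h substrate reaction, 25 °C; Repeats: singlicate, each compound tested once; Benchmarks: low control DMSO wells, high control DMSO plus 5 µM PC-3 D3A.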
proCasp7 act – counter-screen for procaspase-3 activators: activators of human procaspase-7 | recombinant procaspase-7, Ac-DEVD-pNA absorbance 405 nm; D23A/D198A/D206A triple mutant, cannot self-cleave; scale: DMSO 0, 5 µM enzyme 100 | P55210 | activation, % at 8.5 µM | actives 0.093% (n = 330,000) | AID 463210;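 active means percent activation above the screen-wide mean plus 3 SD, cut at about 25% in these data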
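buffer or medium = Zinc-free HEPES/NaCl buffer, pH 7.4 | material = Procaspase-7 triple mutant (PC-7 D3A) | input = 2 µM procaspase-7 mutant as dispensed | signal = Epi-absorbance of released pNA at 405 nm, two timepoints | timing = 1 h preincubation, 2 h reaction | replicates = singlicate compound testing | evaluation = % activation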
GRK2 aptamer HTS – human GRK2 inhibition via aptamer displacement. P25098. bead flow cytometry, FAM-aptamer displacement from GRK2. inhibition of aptamer binding, % at 10 µM. actives 0.59% (n = 330,000). AID 488847;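 active means inhibition of aptamer binding above 40%, roughly 3 SD of noise, on plates passing a quality check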;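 further: median bead fluorescence of bound FAM aptamer so fluorescent compounds give negative values; no value below 0 was filed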
PP1 inh – blocks human PP1-alpha phosphatase, a PP5 counter-screen; P62136; inhibition, % at 6.7 µM; actives 0.9% (n = 320,000); AID 2235; purified PP1alpha, OMFP fluorescence;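 active means inhibition above the mean inhibition of all tested compounds plus 3 SD, computed separately for each screening campaign, cut at about 15% in these data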
Target sequence (P62136 whole entry, looked up): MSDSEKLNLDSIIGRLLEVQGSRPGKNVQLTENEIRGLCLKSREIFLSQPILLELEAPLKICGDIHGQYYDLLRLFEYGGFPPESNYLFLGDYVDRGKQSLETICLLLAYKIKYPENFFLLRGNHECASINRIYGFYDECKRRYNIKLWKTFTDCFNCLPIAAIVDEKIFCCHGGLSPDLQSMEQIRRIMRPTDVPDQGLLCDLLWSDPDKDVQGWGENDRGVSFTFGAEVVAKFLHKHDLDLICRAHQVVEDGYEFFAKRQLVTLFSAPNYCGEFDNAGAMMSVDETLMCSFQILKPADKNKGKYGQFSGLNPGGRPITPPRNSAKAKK
CTSL1 counter – blocks F. hepatica cathepsin L1 in PFM18AAP counter-screen; recombinant F. hepatica cathepsin L1, Z-Leu-Arg-MCA fluorescence; inhibition, % at 5.96 µM; actives 0.49% (n = 300,000); AID 1906;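 active means inhibition above the mean of all tested compounds plus 3 SD, set per screening campaign, cut at about 17% in these data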;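 further: 0% = plate median of test compound wells and 100% = 1 µM Z-Phe-Ala-diazomethylketone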
HCV core dimer – HCV core protein dimerization inhibition. TR-FRET GST/Flag-core106 dimerization, 1536-well. inhibition, % at 5 µM. actives 0.33% (n = 300,000). AID 1899;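 active means inhibition above the mean of all tested compounds plus 3 SD, set per screening campaign, cut at about 45% in these data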
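Assay system: Tagged HCV core106 pair (GST and Flag) | Buffer or medium: KF-containing HEPES buffer, pH 7.45, DTT, CHAPS, BSA | Also added: Eu donor and XL665 acceptor anti-tag antibodies | Dosing: One concentration, 5 µM, in 0.5% DMSO | Timing: 4 h at 22.5 °C | Technique: TR-FRET 671 and 617 nm emission | Repeats: Singlicate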
JMJD2C inh – blocks human GASC-1 demethylase activity. inhibition, % at 2.35 µM. AID 2099. GST-JMJD2C(1-420) H3K9me3 demethylation, DELFIA europium. actives 0.069% (n = 330,000);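 active means more than half of a compound's replicate wells show inhibition beyond 50%, single wells judged on their own value; inconclusive means some, but no more than half, of replicates pass 50% inhibition; inactive means no replicate passes 50% inhibition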;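 further: signal counts dimethyl H3K9 product captured on neutravidin plate; 0% = median of DMSO wells and 100% = 0.3 times that DMSO median; strong numbers were not always called active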
VLA-4 inh – inhibition in a human VLA-4 binding assay | VLA-4 expressing cells, ligand binding flow cytometry | AID 2557 | inhibition, % (about 7 µM as worked out from the volumes in the protocol) | actives 0.2% (n = 330,000); in the data active means inhibition above about 50%
PP5 primary – blocks human protein phosphatase 5 activity; inhibition, % at 6.7 µM; actives 0.18% (n = 320,000); P53041; purified PP5c, OMFP substrate fluorescence;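 active means inhibition above the campaign's mean inhibition across all tested compounds plus 3 SD, cut at about 9.5% in these data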;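 further: 0% = DMSO only and 100% = 100 µM cantharidin control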
Target sequence (P53041 whole entry, looked up): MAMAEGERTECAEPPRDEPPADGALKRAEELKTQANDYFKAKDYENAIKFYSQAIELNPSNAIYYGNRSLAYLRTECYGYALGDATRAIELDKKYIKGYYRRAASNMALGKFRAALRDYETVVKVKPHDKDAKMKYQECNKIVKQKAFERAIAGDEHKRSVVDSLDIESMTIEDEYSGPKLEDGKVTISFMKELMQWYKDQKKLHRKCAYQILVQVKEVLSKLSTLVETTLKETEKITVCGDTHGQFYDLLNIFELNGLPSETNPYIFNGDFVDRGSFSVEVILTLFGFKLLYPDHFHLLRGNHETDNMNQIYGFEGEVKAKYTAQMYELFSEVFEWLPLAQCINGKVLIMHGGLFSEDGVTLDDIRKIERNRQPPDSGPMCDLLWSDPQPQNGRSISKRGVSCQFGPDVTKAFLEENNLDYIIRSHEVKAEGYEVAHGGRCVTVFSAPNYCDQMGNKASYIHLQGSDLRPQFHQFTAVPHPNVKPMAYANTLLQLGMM
An asterisk follows results filed as active; ? = inconclusive; nt = not tested or not shown.

1: COc1ccccc1C(=O)Nc1ccc(C(=O)N2CCCCC2)cc1
2: COC(=O)c1ccc2c(=O)[nH]c(CSc3nc(-c4ccc(F)cc4)cs3)nc2c1
3: CCN(c1ccccc1)S(=O)(=O)c1ccc(C(=O)OC(C)C(=O)NCCC2=CCCCC2)cc1 (stereo not given)
4: CC1CCC2C(=O)N(c3cccc(C(=O)Nc4ccccc4Cl)c3)C(=O)C2C1 (stereo not given)
5: O=C(O)CCN(CC(=O)c1ccc(Cl)cc1)S(=O)(=O)c1ccc([N+](=O)[O-])cc1
6: N#CSC(c1ccccc1)c1nc2ccccc2[nH]c1=O (stereo not given)
Compound | 1 | 2 | 3 | 4 | 5 | 6
JMJD2C inh | 1 | -4 | -7 | 9 | 12 | -15
procasp3 activ | -3 | 8 | -8 | -5 | -3 | 2
VLA-4 inh | -9 | 12 | 23 | 12 | 5 | 8
PP1 inh | -13 | -2 | 3 | -2 | -3 | 2
HCV core dimer | 1 | -13 | 2 | -1 | 10 | 3
PP5 primary | -3.5 | 2.7 | 1.9 | 6.0 | 1.4 | -1.2
GRK2 aptamer HTS | 7 | 0 | 0 | 1 | 0 | 0
proCasp7 act | 12 | -1 | -5 | 2 | 2 | 0
CTSL1 counter | -1 | -5 | 2 | 1 | -1 | 12

7: CCOC(=O)c1c(C(C)(C)C)oc2ccc(OCC#N)cc12
8: CC(C)Nc1nnc(SCC(=O)Nc2sccc2C#N)s1
9: CN1C(=O)[C@H]2[C@@H](C3CC3)N3C(=O)CN(Cc4ccccn4)C(=O)[C@@]3(Cc3ccccc3)[C@H]2C1=O
10: C=CCc1c(O)nc(SCC(=O)c2ccccc2)[nH]c1=O
11: COc1ccc(/C=N/n2cc(-c3ccc(OC)cc3)nc2N)cc1
12: O=C(Nc1nccs1)c1cnccn1
Compound | 7 | 8 | 9 | 10 | 11 | 12
JMJD2C inh | -5 | -10 | -24 | 15 | -33 | 7
procasp3 activ | 4 | -6 | -1 | -11 | 1 | -2
VLA-4 inh | -9 | 1 | 36 | -6 | 5 | -4
PP1 inh | 6 | 4 | 2 | -3 | 0 | -2
HCV core dimer | -5 | nt | 2 | 3 | 10 | 4
PP5 primary | 6.4 | -1.3 | 1.1 | 2.3 | 3.8 | 0.2
GRK2 aptamer HTS | 3 | 0 | 2 | 1 | 0 | 0
proCasp7 act | 1 | -9 | 4 | 3 | 2 | -7
CTSL1 counter | -1 | nt | 0 | 3 | 1 | -1

13: COc1ccccc1CNC(=O)CSc1ccc(C(=O)Nc2ccccc2OC)cc1[N+](=O)[O-]
14: O=c1cc(-c2ccc(O)c(O)c2)oc2cc(O[C@@H]3O[C@H](CO)[C@@H](O)[C@H](O)[C@H]3O)cc(O)c12
15: C[C@H]1CC[C@@]2(O[C@@H](CCO)C[C@@H](O)[C@@H]2O)O1
16: CCCCn1nnc(NC(=O)c2ccc(-c3cccc([N+](=O)[O-])c3)o2)n1
17: COC(=O)c1ccc(COc2cccc(OC)c2)o1
18: Cc1cccc(NC(=O)N2CCCC2C(=O)NCc2ccccc2)c1 (stereo not given)
Compound | 13 | 14 | 15 | 16 | 17 | 18
JMJD2C inh | -1 | -5 | -5 | 5 | 8 | 2
procasp3 activ | 0 | 3 | 5 | 3 | -6 | -3
VLA-4 inh | 0 | 1 | nt | 3 | 2 | 7
PP1 inh | -3 | nt | -3 | -1 | -3 | -1
HCV core dimer | 25 | nt | -6 | -1 | 1 | -6
PP5 primary | 0.1 | nt | -0.8 | -0.6 | -0.6 | -5.0
GRK2 aptamer HTS | 5 | 17 | nt | 2 | 2 | 5
proCasp7 act | 4 | -1 | 0 | 7 | 9 | 5
CTSL1 counter | 1 | nt | 0 | 2 | 0 | -2

19: Cn1c(Cc2ccccc2)nnc1SCC(=O)Nc1ccc2c(c1)OCO2
20: Cc1ccc(C(CNS(=O)(=O)c2ccc([N+](=O)[O-])cc2)N2CCN(C)CC2)cc1 (stereo not given)
21: COc1ccccc1C(=O)NC1CCCCCCC1
22: CSc1ccc(CN(C)C(=O)C2CCN(C(=O)Nc3ccccc3)CC2)cc1
23: CSCCC(NC(=O)c1ccco1)C(=O)N1CCCCCCC1 (stereo not given)
24: O=C1CCCc2ccccc2N1Cc1ccc(Cl)cc1
Compound | 19 | 20 | 21 | 22 | 23 | 24
JMJD2C inh | 17 | 168 | 9 | -5 | 1 | -6
procasp3 activ | 6 | -1 | 5 | 2 | -5 | -6
VLA-4 inh | -6 | 18 | 22 | -7 | 6 | 17
PP1 inh | 2 | -1 | 1 | -1 | 1 | 0
HCV core dimer | 0 | -3 | 3 | nt | -2 | -3
PP5 primary | -1.5 | 1.1 | 2.4 | 1.2 | 0.7 | 0.7
GRK2 aptamer HTS | 0 | 0 | 0 | 0 | 5 | 0
proCasp7 act | -7 | 12 | -15 | 3 | 12 | -1
CTSL1 counter | -3 | -2 | 0 | nt | 6 | 0

25: CCOC(=O)c1c(OCCO)nn(-c2ccc(Cl)cc2)c1N
26: CCn1cnc2cc(NCc3cccc(OC)c3O)ccc21
27: Cc1csc(Nc2ccccc2)[n+]1C
28: CCn1c(SCC(=O)N2CCOCC2)nc2oc3c(Cl)cc(Cl)cc3c(=O)c2c1=O
29: CC(=O)NCCC1CCN(c2nc3nonc3nc2N(C)Cc2ccccc2)CC1
30: O=C1C(NS(=O)(=O)c2ccccc2)=C(N2CCN(c3ccc(F)cc3)CC2)C(=O)c2ccccc21
Compound | 25 | 26 | 27 | 28 | 29 | 30
JMJD2C inh | 0 | -14 | -30 | -3 | 1 | 13
procasp3 activ | -6 | 6 | -5 | 0 | 13 | 5
VLA-4 inh | -9 | 5 | 3 | -23 | 21 | 2
PP1 inh | -7 | 1 | 2 | 0 | 2 | 8
HCV core dimer | 1 | -14 | -7 | 15 | -2 | 5
PP5 primary | -7.7 | -0.3 | 2.4 | -1.4 | 0.2 | 2.5
GRK2 aptamer HTS | 0 | 3 | 2 | 2 | 0 | 0
proCasp7 act | 12 | 3 | -2 | -13 | -7 | 13
CTSL1 counter | 12 | -3 | -3 | 5 | 0 | 5

31: NCCn1c(-c2ccccc2)cc(C(=O)O)c1-c1ccccc1F
32: CCCn1c(N2CCN(C(=O)NCc3ccccc3)CC2)nc2ccccc21
33: CC(=O)N/N=C/c1c(C)[nH]n(-c2ccccc2)c1=O
34: O=C(N[C@@H](Cc1ccccc1)C(=O)NC1CCCCC1)c1ccco1
35: COc1ccccc1NC(=O)CN1CCN(CC(=O)Nc2ccc3c(c2)OCCO3)CC1
36: Cc1ccc(C)c(S(=O)(=O)N2CCN(C(=O)C3CCN(C(=O)c4ccc(F)cc4)CC3)CC2)c1
Compound | 31 | 32 | 33 | 34 | 35 | 36
JMJD2C inh | -15 | 2 | -7 | 2 | 0 | 1
procasp3 activ | 5 | 3 | 9 | -3 | -3 | 7
VLA-4 inh | 39 | 0 | 16 | 18 | 22 | 14
PP1 inh | -1 | -3 | -3 | 10 | -2 | -3
HCV core dimer | 9 | -2 | -12 | -3 | -4 | 1
PP5 primary | -0.4 | 1.6 | 3.8 | 4.6 | 0.0 | -0.4
GRK2 aptamer HTS | 0 | 1 | 2 | 0 | 0 | 0
proCasp7 act | -8 | 1 | 1 | -3 | 6 | 0
CTSL1 counter | 0 | 6 | -1 | -6 | 0 | -1

Entries by screen from the list.
HCV core dimer, nos. 31–36 → 9, -2, -12, -3, -4, 1
JMJD2C inh, nos. 31–36 → -15, 2, -7, 2, 0, 1

The listing continues:
37: CCOc1cc(C(=O)NC2CCCCCCC2)cc(OCC)c1OCC
38: COc1ccccc1N(CC(=O)NC1CCCC1)C(=O)c1csnn1
39: c1ccc(-n2ncc3c(NCc4cccs4)ncnc32)cc1
40: FC(F)(F)c1ccc2c(c1)nc1n2CCCC1
41: O=C(c1ccc2snnc2c1)N1CCN(c2ccccn2)CC1
42: Cc1ccc(OCc2nnc(SCC(=O)c3cccs3)n2-c2ccccc2)cc1C
Compound | 37 | 38 | 39 | 40 | 41 | 42
JMJD2C inh | ? | -4 | -2 | -13 | -2 | 8
procasp3 activ | 3 | -4 | -1 | -8 | 1 | -2
VLA-4 inh | 15 | -1 | -2 | -5 | -9 | 4
PP1 inh | -2 | 0 | 0 | -4 | 3 | 11
HCV core dimer | 2 | -5 | 3 | -2 | -5 | 25
PP5 primary | 0.0 | -0.5 | 5.0 | -1.8 | 1.1 | 3.5
GRK2 aptamer HTS | 0 | 1 | 4 | 0 | 0 | 0
proCasp7 act | 0 | -2 | 2 | 5 | -11 | 9
CTSL1 counter | -1 | -2 | 0 | 6 | 9 | 6

An excerpt from above, limited to CTSL1 counter and HCV core dimer:
No. | Compound | CTSL1 counter | HCV core dimer
11 | COc1ccc(/C=N/n2cc(-c3ccc(OC)cc3)nc2N)cc1 | 1 | 10
40 | FC(F)(F)c1ccc2c(c1)nc1n2CCCC1 | 6 | -2

Next section:
43: Cc1ccc(S(=O)(=O)N(C)C)cc1NC(=O)c1ccncc1
44: O=C(NNC(=O)c1ccc(Br)s1)c1cccc(S(=O)(=O)N2CCCC2)c1
45: Cc1ccc(CC(=O)N2CC(C)OC(C)C2)cc1 (stereo not given)
46: Fc1ccc(Cn2nnc(-c3ccc(Cl)cc3)n2)cc1
47: CC(=O)c1ccc(NC(=O)C(C)O/N=C(\N)c2ccccc2)cc1 (stereo not given)
48: CC(Oc1cccc(Cl)c1)C(=O)Nc1cc(S(=O)(=O)N2CCOCC2)ccc1N1CCCC1 (stereo not given)
49: COc1cccc(N2CCN(C(=O)c3ccc(CS(=O)c4ccc(Cl)cc4)o3)CC2)c1 (stereo not given)
Compound | 43 | 44 | 45 | 46 | 47 | 48 | 49
JMJD2C inh | -15 | 6 | 23 | -9 | -5 | ? | 2
procasp3 activ | 4 | -2 | -6 | -6 | 6 | 11 | 8
VLA-4 inh | 13 | -3 | 4 | 11 | 7 | -5 | 14
PP1 inh | -2 | 2 | -3 | 2 | nt | -6 | -3
HCV core dimer | 0 | nt | -5 | -9 | nt | -7 | 5
PP5 primary | 1.3 | 2.8 | -0.2 | 4.2 | nt | 0.1 | 2.0
GRK2 aptamer HTS | 6 | 0 | 6 | 1 | 1 | 0 | 2
proCasp7 act | 5 | 15 | 1 | 3 | 2 | 5 | 5
CTSL1 counter | 1 | nt | -3 | -1 | nt | 2 | -2

Some of the entries so far, bar-delimited:
item | compound | JMJD2C inh | procasp3 activ | VLA-4 inh | PP1 inh | HCV core dimer | PP5 primary | GRK2 aptamer HTS | proCasp7 act | CTSL1 counter
47 | CC(=O)c1ccc(NC(=O)C(C)O/N=C(\N)c2ccccc2)cc1 (stereo not given) | -5 | 6 | 7 | nt | nt | nt | 1 | 2 | nt
48 | CC(Oc1cccc(Cl)c1)C(=O)Nc1cc(S(=O)(=O)N2CCOCC2)ccc1N1CCCC1 (stereo not given) | ? | 11 | -5 | -6 | -7 | 0.1 | 0 | 5 | 2
